B2AR arrestin: recruits beta-arrestin to the human beta2-adrenergic receptor; 0.02% of 330,000 active; P07550; beta-arrestin recruitment to beta2AR, cell-based reporter; AID 492947; Potency, µM (series often up to 46.1 µM), for the others: top-dose activation, most hits filed as activators;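 also: potency is read from the fitted curve at half-maximal effect; 0% = DMSO controls and full agonism = EC100 isoproterenol or metaproterenol; nearly all actives have a fitted effect of over 65% in size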
TRPV1 agonist: activates the human vanilloid receptor TRPV1 | Q8NER1 | TRPV1-expressing cells, Fluo-8 calcium influx, agonist mode | activation, % at 8.33 µM | 0.19% of 320,000 active; in the data active = activation above about 80%; inconclusive = between about 30% and that limit; also: 0% is about no effect
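Fluo-8 calcium influx in TRPV1-expressing cells, kinetic read (ex 480/em 520 nm). Compound added and read 3 min for agonist activity, followed by capsaicin at EC20 final and 2 min further read for enhancement.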
GALK inh: galactokinase (human) inhibition; Purified GALK, Kinase-Glo residual ATP luminescence; Potency, µM (series often up to 57.5 µM), for inactives: top-dose activity change, negative = inhibition, usual class: inhibitors; 0.007% of 270,000 active; also: potency is read from the fitted curve at half-maximal effect; % is scaled to controls: 0 for no effect and ±100 for the full control effect
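The enzyme phosphorylates galactose (100 uM) using ATP (35 uM); inhibition is detected as higher residual ATP, quantified by bioluminescence after 1 h reaction at room temperature, pH 8.0.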
Menin MLL FP TR: menin-MLL binding inhibition, Texas Red mutant peptide; Menin + Texas Red MLL mutant peptide, fluorescence polarization; 0.23% of 270,000 active; Potency, µM (highest dose often 61.6 µM), for inactives: top-dose FP activity change, negative = inhibition, hits mostly inhibitors; O00255; active = well fitted inhibition curve with a large enough effect in the polarisation, with a control signal flat, not every such curve was filed as active; inconclusive = small, poorly fitted or top-dose-only effect, or effect the other way, or a change in a side signal; inactive = no such curve, though single readings can be large or run the other way; the % refers to the polarisation; also: potency is read from the fitted curve at half-maximal effect; % of control where 0% means no effect; many of its hits are not listed in these tables
PKM2 act: increases activity of human pyruvate kinase M2; P14618; purified PKM2, Kinase-Glo ATP luminescence, activation; response scale: 0% is enzyme alone, no compound; Potency, µM (highest dose often 57.5 µM), for the others: top-dose activation, actives largely listed as activators; 0.34% of 260,000 active; also: potency is read from the fitted curve at half-maximal effect; % is scaled to controls: 0 for no effect and ±100 for the full control effect; nearly all actives have a fitted effect of over 55% in size
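hPK-M2, >95% pure; 0.1 mM ADP / 0.5 mM PEP final; imidazole pH7.2 buffer w/ 7 mM MgCl2, 50 mM KCl; 1 h RT; Kinase-Glo lum. Intermediate enzyme activity for dual inhibitor/activator qHTS.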
USP2a block: USP2a (human) protease inhibition | O75604 | USP2 core, Ub-CHOP2 coupled fluorogenic reporter, 485/531 | Potency, µM (series often up to 38.3 µM), inactives show at the highest dose activity change, negative = inhibition, most hits filed as inhibitors | 0.01% of 330,000 active | AID 463254;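 also: potency is read from the fitted curve at half-maximal effect; plate controls were DMSO wells for no effect and full inhibition by NEM control for full effect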
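USP2 core (10nM final) preincubated 30min RT with compound in 20mM Tris-HCl pH 8.0, 2mM CaCl2, 2mM beta-mercaptoethanol, 0.05% CHAPS; 25nM Ub-CHOP2 plus 25nM reporter substrate added, fluorescence (Ex485/Em531) read after 60min.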
KCNH2 3.1 block: KCNH2 3.1 (human) potassium channel inhibition | 0.95% of 340,000 active | U2OS KCNH2 3.1, thallium flux FluxOr; hits give low values | AID 720553 | activity change, % (tested at about 1.8 µM);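 active = maximum activity change below -70%; inconclusive = maximum activity change from -70% to -50%; inactive = maximum activity change above -50%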;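 also: thallium influx rate constant from kinetic fluorescence after stimulation buffer; % is scaled to controls: 0 for no effect and ±100 for the full control effect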
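Measured as rate of thallium-driven FluxOr signal in transduced U2OS cells carrying the 3.1 channel, read kinetically for 2 min upon stimulation; values are rate constants scaled to DMSO control wells.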
CXXC DNA block: inhibitors of human MLL CXXC domain-DNA interaction; AID 2662; Potency, µM (doses to about 115 µM), without a hit: top-dose activity change, negative = inhibition, most hits filed as inhibitors; 0.037% of 290,000 active; Q03164; MLL-CXXC / FITC-HOXA9 DNA fluorescence polarization; active = well fitted inhibition curve with a large enough effect in the polarisation, with a control signal flat, not every such curve was filed as active; inconclusive = small, poorly fitted or top-dose-only effect, or effect the other way, or a change in a side signal; inactive = no such curve, though single readings can be large or run the other way; the % refers to the polarisation; also: potency is read from the fitted curve at half-maximal effect
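Steps: dispense CXXC domain solution (7 uM) → pin compounds or unlabeled HOX-A9 DNA control → 5 min ambient → add FLSN-HOX-A9 solution (50 nM) → spin → 30 min ambient → fluorescence polarization. Tris pH 7.5/NaCl/DTT/BSA buffer.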
Giardia kill: Giardia lamblia killing. Giardia lamblia trophozoite viability. activity change, % at 7.66 µM, hits read low. 0.15% of 340,000 active. AID 540267; in the data active = activity change below about -80%; inconclusive = between about -30% and that limit;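 also: parasites exposed to compound for two days anaerobically before the ATP read; % is scaled to controls: 0 for no effect and ±100 for the full control effect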
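Viability, read as ATP luminescence: trophozoites at 100 cells/well, compound added, 48 hrs anaerobic at 37 deg C, then 15-30 min room-temperature development before reading.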
Coupling enz: inhibits coupling enzyme system, counter-screen for aldolase hits | coupling enzyme system counterscreen, AmpLite Red fluorescence | activity change, negative = inhibition, % at 58.2 µM, hits read low | 0.67% of 290,000 active; in the data active = activity change below about -30%; also: % is scaled to controls: 0 for no effect and ±100 for the full control effect
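Compounds tested against the coupling enzymes alone at 57.5 uM final; readout was AmpLite Red fluorescence (525/598 nm) after 20 min at RT.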
hERG WT inh: KCNH2 (human, wildtype) channel inhibition; Q12809; U2OS, BacMam KCNH2, thallium flux FluxOr; hits give low values; activity change, % at 1.84 µM; 0.37% of 340,000 active; AID 720551;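 active = maximum activity change below -70%; inconclusive = maximum activity change between -70% and -50%; inactive = maximum activity change above -50%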; also: % is scaled to controls: 0 for no effect and ±100 for the full control effect
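U2OS cells were transduced with wild-type KCNH2 virus (2.03 x 10^8 / mL) for 4 h at room temperature, then cultured overnight at 37 C. Thallium flux was read with FluxOr dye. Rate constants were normalized to DMSO controls.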
* hit, by the source's call; i = inactive; ? = inconclusive; nt = not tested or not shown; [ ] = remark or other dose. Unless noted, calls follow the shape of the dose curve; as a rule, active = well fitted curve in the direction sought with a large enough effect; inconclusive = small, poorly fitted or top-dose-only effect, or another doubt; inactive = no such curve, though single readings can be large; an effect the other way counts as inactive or inconclusive. Only part of the results is shown. The share of hits here may be higher or lower than overall.

structure	B2AR arrestin	TRPV1 agonist	GALK inh	Menin MLL FP TR	PKM2 act	USP2a block	KCNH2 3.1 block	CXXC DNA block	Giardia kill	Coupling enz	hERG WT inh
CCOC(=O)N1CCC(NS(=O)(=O)c2cc(Br)cc3c2N(C(=O)CC)CC3)CC1	-0.4%	0	-1%	-11%	-1%	1%	7	-1%	7	0	2
O=C(NNC(=O)c1ccccc1Br)c1ccc2nc[nH]c2c1	0.5%	-1	5%	nt	2%	-2%	-2	47%[activator]	-10	nt	-5
Cc1cccc(Nc2nc(N)c([N+](=O)[O-])c(NCc3ccccc3)n2)c1	-0.1%	1	-1%	nt	1%	0%	-11	-3%	16	-2	7
Cc1cc(=O)[nH]c(N/N=C/c2ccc(Cl)cc2Cl)n1	7.8%	1	8%	8%	nt	3%	-7	15%	0	0	-1
CC1CCCN(Cc2nc3c(c(=O)n(C)c(=O)n3C)n2CC(=O)c2ccccc2)C1 (stereo unspecified)	0.0%	-7	0%	-30%	7%	-1%	2	0%	22	0	2
CCCC(=O)Nc1cc(-c2nnc(OC)c3ccccc23)ccc1N1CCCCC1	-0.2%	?	-4%	-20%	-3%	0%	nt	-5%	nt	-1	nt
CS(=O)(=O)N(CC(=O)NC1CCCC1)c1ccc2c(c1)OCCO2	-0.4%	2	-1%	12%	2%	1%	-3	4%	1	3	1
CC1(C)CC(=O)CC2(C1)NCC(c1ccccc1)c1c2[nH]c2ccccc12 (stereo unspecified)	3.0%	10	2%	0%	-11%	1%	-102*	2%	4	-2	-75*
O=C(CSc1nncs1)Nc1ccc(Cl)cn1	-0.1%	-2	0%	-1%	0%	1%	12	0%	0	2	0
CSC(=NCc1ccc(F)cc1)NS(=O)(=O)c1cccs1	-0.5%	0	0%	0%	-5%	1%	-8	14%	-3	-2	-3
Cc1ccc(-n2c(SCC(=O)NCCN3C(=O)CSC3=O)nnc2-c2ccccc2)cc1	-0.7%	-3	0%	-6%	-4%	0%	2	-11%	-10	6	-5
Cc1ccc(OCC(=O)N/N=C\c2ccc(-c3cccc(C(=O)O)c3)o2)c(C)c1	-0.8%	-3	-2%	-13%	?	1%	-17	0%	7	4	1
COc1ccccc1C1CN(c2ccc(F)cc2F)N=C1c1cccs1 (stereo unspecified)	-0.1%	-2	2%	2%	-6%	-5%	9	6%	-22	0	7
CCC(C)c1ccc(OCC(=O)O)cc1 (stereo unspecified)	0.2%	0	-1%	-20%	-3%	0%	3	-1%	-1	15	0
O=C(NCc1cccnc1)c1ccc(S(=O)(=O)Nc2ccccc2)cc1	-0.2%	1	nt	nt	nt	0%	-12	nt	8	nt	-1
NC(=O)CC(NC(=O)Cc1ccc(Br)cc1)c1ccc(N2CCC(N3CCCCC3)CC2)c([N+](=O)[O-])c1 (stereo unspecified)	0.3%	-4	nt	-15%	-5%	1%	6	-2%	-19	4	0
CC1CCN(C(=O)Cn2c3ccccc3c3nc4n(c(=O)c32)CCS4)CC1	-0.1%	3	6%	nt	nt	2%	6	1%	-2	nt	5
O=C(CSc1nc2ncc(Cl)cc2[nH]1)N1CCC(Cc2ccccc2)CC1	-0.2%	nt	nt	nt	nt	5%	2	nt	-9	nt	1
Cc1ccc(NC(=O)Cn2nnc(-c3ccccc3-n3cnnn3)n2)c(C)c1	0.1%	1	-2%	-2%	6%	4%	5	0%	-2	-1	-3
CC1(C)Oc2ccc3ccc(=O)oc3c2[C@@H](O)[C@@H]1O	0.1%	-7	nt	nt	nt	0%	-1	nt	-13	nt	-14

Part of the list above, reduced to GALK inh and Giardia kill:
structure	GALK inh	Giardia kill
O=C(NCc1cccnc1)c1ccc(S(=O)(=O)Nc2ccccc2)cc1	nt	8
NC(=O)CC(NC(=O)Cc1ccc(Br)cc1)c1ccc(N2CCC(N3CCCCC3)CC2)c([N+](=O)[O-])c1 (stereo unspecified)	nt	-19
CC1CCN(C(=O)Cn2c3ccccc3c3nc4n(c(=O)c32)CCS4)CC1	6%	-2
O=C(CSc1nc2ncc(Cl)cc2[nH]1)N1CCC(Cc2ccccc2)CC1	nt	-9

Later entries
structure	B2AR arrestin	TRPV1 agonist	GALK inh	Menin MLL FP TR	PKM2 act	USP2a block	KCNH2 3.1 block	CXXC DNA block	Giardia kill	Coupling enz	hERG WT inh
CCOC(=O)c1[nH]c(C)c(/C(O)=C2\C(=O)C(=O)N(CCCN3CCOCC3)C2c2cccs2)c1C (stereo unspecified)	-0.9%	nt	2%	nt	-5%	-9%	0	-6%	13	-3	6
CCNC(=S)Nc1ccc(N(c2ccccc2)C(C)C)cc1	0.2%	8	0%	nt	-2%	0%	27	-4%	-4	2	-4
CCCc1cc(C(=O)Nc2cc(C)on2)no1	0.3%	6	2%	2%	-6%	1%	11	1%	-22	1	9
COC(=O)CNC(=O)c1ccc(F)cc1	-2.0%	3	5%	nt	-16%	2%	20	9%	6	-1	4
C=CCn1c(SCc2ccc(C#N)cc2)nnc1-c1cccc(Cl)c1	-0.1%	5	0%	-14%	1%	-1%	-16	3%	-1	3	22
COC(=O)NC(=C(Cl)Cl)S(=O)(=O)c1ccccc1	nt	-3	-4%	8%	1%	nt	19	5%	8	-1	19
CCCCn1c(C)cc2c(c1=O)C1O[C@](c3ccc(OC)cc3)(Cc3cc(OC)c(OC)cc31)O2	0.1%[9.22 µM]	i	nt	-2%[11.7 µM]	1%[11.5 µM]	0%[7.66 µM]	nt	-10%[23 µM]	nt	0	nt
Cn1c(=O)[nH]c(=O)c2c1nc(SCCO)n2CCCc1ccccc1	-4.0%	-3	-2%	-10%	-1%[11.5 µM]	4%	2	1%	1	-4	14
c1ccc(COc2ccc(OCCCCN3CCCCC3)cc2)cc1	-1.2%	0	1%	-12%	-2%	0%	-97*	-12%	-1	4	9
O=C(Nc1ccccc1N1CCCC1)C1=COCCO1	0.0%	4	nt	nt	nt	1%	-1	nt	15	nt	6
O=C(CCc1ccc(S(=O)(=O)N2CCOCC2)cc1)OCC(=O)c1ccccc1	-0.1%	nt	nt	nt	nt	3%	2	nt	11	nt	-4
CC1CN(c2ccc([N+](=O)[O-])cc2Cl)CCN1S(C)(=O)=O (stereo unspecified)	-0.3%	3	-1%	nt	2%	-2%	5	0%	-14	0	9
C=CCn1c(=O)c2c(nc3n2CCS3)n(C)c1=O	-0.7%	0	2%	7%	-3%	-2%	-9	5%	5	8	9
COc1ccc(NS(=O)(=O)c2ccc(C(=O)N(C)Cc3cccs3)cc2)cc1	0.3%	13	nt	nt	nt	-4%	30	nt	-5	nt	-3
CC1=Nn2c(nnc2-c2ccccn2)SC1	0.1%	2	0%	11%	7%	3%	4	0%	-8	1	1
CC(=O)NC(CC(=O)NNC(=O)c1cccs1)c1ccccc1 (stereo unspecified)	-0.2%	-3	nt	nt	nt	2%	-1	nt	1	nt	5
CSc1nnc(C)c(=O)n1COC(=O)c1ccccc1	0.1%	3	1%	0%	-3%	1%	-6	11%	-2	1	0
CCOc1ccccc1-c1nc(CN2CCCC2c2nccs2)c(C)o1 (stereo unspecified)	3.6%	9	-1%	-10%	-5%	3%	3	-2%	-6	-1	-14
COc1ccc2c(c1)c1nc3n(c(=O)c1n2CC(=O)Nc1cc(C)[nH]n1)CCS3	0.1%	1	2%	-1%	-6%	2%	nt	-11%	nt	0	nt
Cc1ccc(OCCNC(=O)Cc2ccc(F)cc2)cc1	-0.1%	84*	3%	2%	6%	1%	0	16%	10	0	-14
CC(=O)N1c2ccc(S(=O)(=O)N3CCCC(C(=O)NCc4ccc(Cl)cc4)C3)cc2CC1C (stereo unspecified)	-0.5%	5	-3%	8%	nt	0%	13	6%	-9	6	17
COc1ccc(C2C(=O)N(C3CCCCCC3)CC(=O)N2Cc2ccccc2)cc1OC (stereo unspecified)	-0.3%	?	-4%	-21%	-5%	0%	-2	0%	7	nt	-2
ON=C1CCN(c2ncc(C(F)(F)F)cc2Cl)CC1	-0.7%	-10	-1%	3%	-3%	2%	8	-12%	-1	-2	-14

Whole records, looked up by structure.
Shown for O=C(CCc1ccc(S(=O)(=O)N2CCOCC2)cc1)OCC(=O)c1ccccc1 : B2AR arrestin: -0.1%; TRPV1 agonist: nt; GALK inh: nt; Menin MLL FP TR: nt; PKM2 act: nt; USP2a block: 3%; KCNH2 3.1 block: 2; CXXC DNA block: nt; Giardia kill: 11; Coupling enz: nt; hERG WT inh: -4
Shown for O=C(Nc1ccccc1N1CCCC1)C1=COCCO1 : B2AR arrestin: 0.0%; TRPV1 agonist: 4; GALK inh: nt; Menin MLL FP TR: nt; PKM2 act: nt; USP2a block: 1%; KCNH2 3.1 block: -1; CXXC DNA block: nt; Giardia kill: 15; Coupling enz: nt; hERG WT inh: 6
